# Insulin prom up = MIN6 insulin promoter up-regulation | MIN6 insulin promoter-GFP reporter, high-content imaging; hits give high values | z-score at 5 µM | 190,000 tested, 0.3% active | AID 1625;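 active = z-score above 3 at 5 µM with at least 500 cells counted in the well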
# Autophagy mod = autophagy modulation, high-content screen; MEF GFP-LC3 puncta imaging; test concentration mostly 10 µM; calls only at 10 µM (by protocol); 190,000 tested, 0.98% active; AID 463193;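 active = percentage of spot-positive cells more than 3 SD above its plate mean, without a fluorescence outlier flag or 80% toxicity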;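 also: spot-positive cell cutoff set from DMSO-treated cells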
# T cell HTS = modulates CD8 T cell binding to vesicles | 2C CD8+ T cell-vesicle binding, flow cytometry; hits give low values | calls only at 7 µM | 330,000 tested, 0.068% active | AID 2052;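 active = response, share of CD8 T cells binding vesicles, and their 90th percentile fluorescence all below set limits, cut at about 80% in these data, passing the limit was not always enough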
#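 incubation = binding step 1.5 h, 37 °C, antibody labelling 20 min, ice | test system = 2C mouse CD8+ T cells | read-out basis = percent CD8+ FL2 mean versus row control | controls = Peptide-free naked vesicles (low) and QL9 vesicles with 0.7% DMSO vehicle (high) | detection = flow cytometry of vesicle-bound cells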
# Dynein cargo inh = blocks dynein driven cargo transport along microtubules; 3617.4 mouse cells, GR-EGFP nuclear translocation imaging; test concentration mostly 20 µM; stimulated with dexamethasone, 1 µM; hits give low values; 220,000 tested, 0.47% active; z-score, hits read low;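 active = plate z-score of nuclear minus cytoplasmic receptor signal below a set negative limit, without overly bright fluorescence or cell loss, cut at about -3.5 in these data, passing the limit was not always enough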;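 also: z-score of nuclear minus cytoplasmic ring GR-EGFP intensity difference per well; some compounds called inactive have numbers as strong as hits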
#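 Buffer or medium – tet-free medium with charcoal-stripped serum · Signal – automated 10x imaging of fixed Hoechst-stained cells · Also added – dexamethasone agonist, 1.0 µM final, for 30 min · Incubation – induction 48 h, compound 1 h, agonist 30 min · Read-out – GR-EGFP nuclear translocation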
# Hep lipid drop = modulators of hepatic lipid droplet formation. inhibition, % at 6.5 µM. AML12 mouse hepatocytes, oleate lipid droplets, BODIPY imaging. 240,000 tested, 0.4% active;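 active = lipid droplet intensity inhibited by at least 50%, with more than 500 cells counted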
#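 Assay system: AML12 mouse liver cells | Compound dosing: One dose, 6.5 µM compound | Read-out basis: Droplet intensity reduction, % inhibition | Measured by: Fluorescence imaging, 20x objective, two fields per well | Schedule: Overnight treatment with compound plus oleate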
# Salmonella PhoP GFP = PhoP-dependent GFP reporter repression – Salmonella Typhimurium, primary screen (AID 1863); S. Typhimurium PhoP-regulated promoter GFP reporter, 4 h; higher % means a stronger effect; one-dose inhibition, % at 50 µM; IC50 in µM for titrated hits; 300,000 tested, 0.16% active;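 active = inhibition over 29.93%, a cutoff 3 SD above the screen mean, later confirmed by dose response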;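 also: 0% = low Mg2+ inducing control and 100% = high Mg2+ repressing control; strong numbers were not always called active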
# ER stress rescue = rescue of cells from ER stress-induced death, primary screen, 384-well, CSM14.1, thapsigargin, ATP luminescence (AID 1222); 190,000 tested, under 10 active; CSM14.1 thapsigargin-induced death rescue, ATP luminescence; higher % means a stronger effect; cellular ATP content (survival), % at 20 µM; hits with a dose series show EC50 in µM;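 active = EC50 below 50 µM in the dose-response confirmation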;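 also: death triggered by thapsigargin at about 15 µM added after 2 h compound pretreatment; cell ATP read after overnight thapsigargin exposure of roughly 18 to 22 hours; normalized against plate controls of thapsigargin alone and 5% DMSO vehicle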
# b-catenin transl = alters nuclear translocation of beta-catenin in HeLa cells. immunofluorescence imaging. nuclear translocation activity, % at 5 µM. 190,000 tested, 0.3% active. AID 1665;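 active = nuclear translocation activity above 50% at 5 µM, with a well cell count of 50 or more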;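 also: per-cell ratio of nuclear to cytoplasmic median beta-catenin stain intensity; plate controls were DMSO negative control for no effect and GSK-3 inhibitor IX positive control for full effect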
#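 Test system: human HeLa cells, endogenous beta-catenin. Times: 24 h compound exposure, 37°C. Measured by: beta-catenin immunofluorescence imaging with DAPI.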
# MT stabilizer = microtubule stabilizers in HeLa cells; 200,000 tested, 0.83% active; % tubulin-high responders, % at 10 µM; HeLa tubulin immunostaining HCS, 24 h; share of cells brighter than vehicle mean+2SD;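 active = plate Z-score above 3 for both tubulin-high and condensed-nucleus cell shares, with cell loss under 80%, at 10 µM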;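 also: anti alpha tubulin signal scored within the nucleus-defined area of each cell; some results filed as inactive read as strong as hits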
# Dynein cargo inh cytoplasmic EGFP = also measured in Dynein cargo inh; calls as there; z-score; measured here: cytoplasmic GR-EGFP intensity; hits give high values
# Dynein cargo inh nuclear GR-EGFP = second read-out of Dynein cargo inh, no call of its own (marks repeat the call); z-score; measured here: nuclear GR-EGFP intensity;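 lower value marks the stronger effect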
# Dynein cargo inh cell count = recorded beside Dynein cargo inh, whose call it bears; z-score; measured here: cell count per field
# Insulin prom up cell count = second read-out of Insulin prom up, no call of its own (marks repeat the call); cell count; measured here: cytotoxicity, nuclei count;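 total cells summed across four imaged fields per well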
# Hep lipid drop cells 6.5 µM = recorded beside Hep lipid drop, whose call it bears; cell count; measured here: cell count, cytotoxicity flag;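 cells counted across two imaged fields per well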
# b-catenin transl cell count 5 µM = further read-out of b-catenin transl, marked with its call; cell count; measured here: cell count, cytotoxicity flag
# T cell HTS vesicle-bound % = further read-out of T cell HTS, marked with its call; double positive events, %; measured here: CD8+ vesicle-bound cell fraction;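 binding gate set so that unloaded-vesicle control wells show 10% double positive cells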
# MT stabilizer Hoechst-high % = also measured in MT stabilizer; calls as there; % Hoechst-high responders; measured here: nuclear condensation Hoechst responders;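 share of cells brighter than vehicle mean plus two SD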
# MT stabilizer cytotoxicity % = also measured in MT stabilizer; calls as there; toxicity, %; measured here: cytotoxicity by cell density;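 0% = mean cell density of plate MIN control wells and 100% = no cells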
# Autophagy mod cell loss 18 h = also measured in Autophagy mod; calls as there; toxicity, %; measured here: cell loss, nuclei count;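 cell loss after 18 h compound exposure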
# The depositor's hits bear a star; i = inactive; · = no result given. Rows are unselected; overall some 3% were active at least once.
SMILES,Insulin prom up,Insulin prom up cell count,Autophagy mod,Autophagy mod cell loss 18 h,T cell HTS,T cell HTS vesicle-bound %,Dynein cargo inh,Dynein cargo inh cytoplasmic EGFP,Dynein cargo inh nuclear GR-EGFP,Dynein cargo inh cell count,Hep lipid drop,Hep lipid drop cells 6.5 µM,Salmonella PhoP GFP,ER stress rescue,b-catenin transl,b-catenin transl cell count 5 µM,MT stabilizer,MT stabilizer Hoechst-high %,MT stabilizer cytotoxicity %
N#CC1(C#N)C(c2ccccc2)OC23CCCCC2C1(C#N)C(=N)O3 (stereo unspecified),-0.28,1405,i,-2,i,3,-4.2*,0.48*,-2.5*,-0.23*,14,696,-28%,-2.5%,1.1,879,2.5,2.9,12
CC(Nc1cccc2ccccc12)C(=O)N/N=C/c1ccccn1 (stereo unspecified),·,·,i,34,i,25,1.1,0.48,1.1,-1.3,-2,806,-10%,-3.9%,-0.3,1245,1.4,1.3,1.0
O=C(O)c1ccc(NS(=O)(=O)c2ccc3c(c2)C(=O)c2ccccc2C3=O)cc1,-0.56,1427,i,-8,i,37,1.2,-0.093,1.2,-1.1,1,698,·,1.2%,0.1,963,1.3,2.1,13
Cc1cc2cc(CN(Cc3nnnn3C3CCCCC3)CC3CCCO3)c(=O)[nH]c2cc1C (stereo unspecified),0.76,1263,i,-3,i,60,-0.77,-0.22,-0.41,1.2,·,·,6%,2.3%,4.4,1105,2.8,1.7,9.1
Cc1ccsc1/C=c1\sc2ncnn2c1=O,-0.28,1390,i,5,i,13,-0.72,-0.24,0.43,0.28,·,·,-13%,-0.5%,-1.5,1202,3.3,2.9,4.5
CC[C@@H]1CC=C[C@H]2[C@H]1C(=O)N(Cc1ccccc1)[C@H]2c1ccc2ccccc2c1,·,·,·,·,·,·,0.51,-0.85,0.38,0.62,-29,672,-3%,·,-1.1,1029,·,·,·
Cc1cc(-c2nnc3n2N=C(C(C)(C)C)CS3)n[nH]1,-0.76,1096,i,0,i,38,1.8,-0.14,1.6,-1.7,·,·,12%,-0.2%,-3.7,1180,4.6,2.6,5.9
Cc1cc(C)cc(C(=O)NC(=S)Nc2ccc3c(c2)OCCO3)c1,0.08,1478,i,-41,i,12,1.3,-0.17,0.94,-0.76,-17,677,7%,1.4%,1.4,1091,6.5,2.0,4.6
CCOc1ccc(Cn2c(C)nc([N+](=O)[O-])c2SCC(O)CCl)cc1[N+](=O)[O-] (stereo unspecified),-0.34,824,i,8,i,30,-0.24,0.2,0.22,-0.18,-16,797,-7%,2.6%,1.6,1058,4.2,2.6,4.6
Cc1ccc(NC(=O)Cn2nnc3ccccc32)cc1,-0.09,1393,i,-10,i,28,-0.25,-0.34,0.098,0.32,-6,711,-3%,0.3%,0.7,929,2.5,1.6,5.6
CCOC(=O)c1c(NC(=O)CSc2nnc(C)c(=O)[nH]2)sc2c1CCCC2,-0.31,917,i,-8,i,10,-0.18,-0.19,-0.013,0.28,2,786,-10%,-0.8%,-2.1,1129,1.5,1.8,11
CC(Oc1ccc(F)cc1)C(=O)/C=C\N(C)C (stereo unspecified),0.23,2009,i,4,i,42,-0.46,-0.3,-0.065,0.46,-2,645,-3%,-1.6%,-0.7,1142,1.9,1.0,6.4
CCOC(=O)c1cccc(Nc2ncnc3ccc(C)cc23)c1,-1,964,i,1,i,36,-0.67,-0.22,-0.95,1.2,·,·,4%,-0.9%,-0.8,1375,2.5,1.9,5.4
Cc1nc(N2CCN(C)CC2)c2sc(=S)n(-c3ccccc3)c2n1,·,·,i,-11,i,32,0.81,-0.18,0.69,0.34,4,669,0%,·,-1.6,1128,1.5,1.5,5.8
Cc1ccc(NC2=NCCCCC2)cc1C,0.73,1034,i,3,i,15,-0.28,-0.094,-0.25,-0.089,·,·,-4%,-2.3%,-2.6,981,3.0,1.2,0.7
Cc1ccc(NC(=O)N2CCN(C)CC2)cc1NC(=O)N1CCN(C)CC1,-0.78,1027,·,·,i,58,-0.67,-0.28,-0.37,1.3,-1,733,-2%,·,-4.9,1238,·,·,·
O=C(NCC1CCCO1)C1CCC(CNS(=O)(=O)c2ccccc2)CC1 (stereo unspecified),-0.19,1254,i,-7,i,27,1.1,-0.22,0.46,-0.11,-2,526,-3%,·,·,·,3.1,2.2,5.8
CCOc1cc(C2c3c(-c4ccccc4)n[nH]c3C(=O)N2c2ccc(C(=O)O)cc2)ccc1O (stereo unspecified),1,1355,i,27,i,28,0.22,-0.15,0.45,-0.57,-2,721,5%,-13%,-0.8,1174,3.4,2.0,2.9
CSc1nc2nc(-c3ccccc3)cc(=O)n2[nH]1,0.36,1811,i,0,i,45,1.4,-0.09,0.7,-0.91,33,737,-12%,-3.1%,-1.4,1081,4.6,2.7,7.1
Cc1nc2c(=O)oc3ccccc3c2n1-c1ccccc1,-0.86,1173,i,3,i,13,-1,-0.17,0.024,0.87,-2,611,0%,·,-1.0,1034,4.8,1.9,12
COc1ccc(COC(=O)NNC(=O)c2ccc(OC)cc2)cc1,·,·,i,-11,i,67,-0.81,-0.23,-0.81,1.7,-21,689,-8%,-2.8%,·,·,3.7,3.4,7.0
O=[N+]([O-])c1ccc2c(c1)oc1ccccc12,-0.25,1546,i,21,i,9,-0.22,-0.22,-0.84,0.58,·,·,8%,-1.0%,2.6,1120,3.2,1.6,10.0
CCCN1CNC(=S)N(Cc2ccccc2)C1,-0.04,1550,i,3,i,17,-0.13,-0.27,-0.33,0.38,0,632,-11%,0.2%,-1.9,1083,5.5,3.4,4.6
CCOC(=O)N1CCC(N2CCCC(C(=O)c3cccc(OC(C)C)c3)C2)CC1 (stereo unspecified),0.59,1056,·,·,i,13,-0.58,-0.18,-0.25,0.21,4,689,2%,·,-0.4,1259,·,·,·
CCc1cc2cc(C(=O)Nc3ccc(F)cc3)sc2s1,-0.16,1185,i,-1,i,16,-0.79,-0.15,-0.3,-0.37,12,764,-5%,-0.2%,0.1,1220,1.5,1.2,7.1

# Next compounds.
SMILES,Insulin prom up,Insulin prom up cell count,Autophagy mod,Autophagy mod cell loss 18 h,T cell HTS,T cell HTS vesicle-bound %,Dynein cargo inh,Dynein cargo inh cytoplasmic EGFP,Dynein cargo inh nuclear GR-EGFP,Dynein cargo inh cell count,Hep lipid drop,Hep lipid drop cells 6.5 µM,Salmonella PhoP GFP,ER stress rescue,b-catenin transl,b-catenin transl cell count 5 µM,MT stabilizer,MT stabilizer Hoechst-high %,MT stabilizer cytotoxicity %
CCOC(=O)c1c(C)nc2ccccc2c1-c1ccccc1,0.37,1396,i,4,i,22,-0.94,-0.27,-0.69,0.77,3,607,-5%,-3.6%,·,·,2.2,1.6,4.1
COc1ccccc1N1CCN(c2nc3c(C)cccn3c(=O)c2C=O)CC1,·,·,i,3,i,38,-0.47,-0.21,0.059,1.7,·,·,7%,7.7%,·,·,2.5,1.4,2.2
O=C(Cc1ccccc1Cl)NC1(O)C(=O)c2ccccc2C1=O,-0.03,1399,·,·,i,29,0.92,-0.27,0.42,-0.042,9,755,1%,·,0.6,1117,·,·,·
CCC(C)NCCCOc1ccc(C)cc1OC (stereo unspecified),0.34,1464,i,14,i,47,-0.88,0.52,-0.029,1.6,-5,754,3%,0.0%,-0.2,1470,5.4,1.7,4.5
CC1=Nc2cc(C(=O)O)ccc2Sc2c(C)ccc(C)c21,-0.25,1171,i,5,i,18,1.6,-0.28,0.33,0.8,-4,709,4%,2.7%,·,·,1.4,0.8,0.6
COc1nc(-c2ccccc2)nnc1-c1ccccc1,0.04,1438,i,11,·,·,-0.47,-0.38,-0.23,0.89,14,667,-4%,-0.8%,0.3,1522,7.4,1.4,9.7
CCOCCCNC(=S)N1CCN(C(=O)C(=O)Nc2ccc(C(=O)OC)cc2)CC1,-0.68,1475,i,9,i,50,-0.4,-0.25,0.079,0.62,0,500,2%,0.5%,0.5,1114,2.1,2.2,3.8
N#Cc1c(Cn2cncn2)nc(=O)n(-c2ccccc2)c1N,-0.62,1577,i,-17,i,54,0.024,-0.07,0.26,0.73,-2,675,-3%,1.9%,-0.2,910,3.6,2.0,4.3
COc1ccc(CNC(=O)C(=O)NCc2ccncc2)cc1,0.02,1483,i,-2,i,45,-0.9,-0.36,-0.55,0.69,1,750,0%,-1.5%,-0.5,1513,1.5,1.2,3.5
CCOC(=O)c1[nH]c2ccc(OC)cc2c1NC(=O)CN1CCC2(CC1)OCCO2,-0.52,1176,i,-3,i,60,-0.65,-0.18,-0.27,0.55,6,791,-13%,0.3%,-3.2,1124,1.7,1.8,6.7
